Screening results (PubChem)
Pf growth 48h – P. falciparum growth inhibition at 48 hours (one generation). P. falciparum luciferase growth in erythrocytes, 48 h. Potency, µM (series often up to 28.7 µM), for the others: at the highest dose activity change, negative = inhibition, hits mostly inhibitors. 310,000 tested, 5.9% active; note: potency is the fitted concentration of half-maximal effect; % is set by controls: 0 for no effect and ±100 for the full control effect
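Erythrocytes infected with P. falciparum carrying an integrated firefly luciferase reporter (2% hematocrit, 0.1% parasitemia final) were exposed to compounds in RPMI 1640 with 0.5% Albumax at 37 C, 5% CO2. Growth inhibition was scored as reduced luminescence.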
Shiga inhibitor – inhibitors of Shiga toxin in Vero cells | Vero cells, Shiga toxin protein synthesis inhibition reporter | inhibition, % at 38.7 µM | 290,000 tested, 9.2% active; in the data active = inhibition mostly above about 28%, no sharp cut-off; inactive = mostly below about 43%; note: 0% is about no effect
Pf growth 96h – P. falciparum growth inhibition at 96 hours. P. falciparum luciferase reporter growth, 96 h. 320,000 tested, 6.9% active. Potency, µM (doses to about 28.7 µM), inactives show top-dose activity change, negative = inhibition, actives largely listed as inhibitors; note: potency is the fitted concentration of half-maximal effect; % is set by controls: 0 for no effect and ±100 for the full control effect
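Delayed-death screen, second-generation endpoint: infected erythrocytes, 2% hematocrit, 0.05% parasitemia final; 96 hours at 37 C, 5% CO2; luciferase detection reagent; luminescence decrease equals reduced growth.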
HCV inh – blocks hepatitis C virus; Huh7.5.1 HCVcc-Cre infection, luciferase reporter, 44 h; Potency, µM (doses to about 41.8 µM), for inactives: at the highest dose activity change, negative = inhibition, usual class: inhibitors; 340,000 tested, 3.4% active; AID 651820; note: potency is the fitted concentration of half-maximal effect; % is set by controls: 0 for no effect and ±100 for the full control effect
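Cells (1,000/well) were plated 4 h before compound, then infected with HCVcc-Cre virus (~0.5 moi). After 44 h further culture, infection was read as luciferase luminescence following a 15 min substrate incubation at room temperature.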
FBPA Giardia inh – inhibitors of Giardia lamblia fructose-1,6-bisphosphate aldolase | Potency, µM (series often up to 59.6 µM), inactives show top-dose activity, negative = inhibition, actives largely listed as inhibitors | A8B2U2 | purified Giardia FBPA | 290,000 tested, 0.71% active | AID 2451; note: potency is the fitted concentration of half-maximal effect; % is set by controls: 0 for no effect and ±100 for the full control effect; nearly all actives have a fitted effect of over 55% in size
Target sequence (A8B2U2 whole entry, looked up): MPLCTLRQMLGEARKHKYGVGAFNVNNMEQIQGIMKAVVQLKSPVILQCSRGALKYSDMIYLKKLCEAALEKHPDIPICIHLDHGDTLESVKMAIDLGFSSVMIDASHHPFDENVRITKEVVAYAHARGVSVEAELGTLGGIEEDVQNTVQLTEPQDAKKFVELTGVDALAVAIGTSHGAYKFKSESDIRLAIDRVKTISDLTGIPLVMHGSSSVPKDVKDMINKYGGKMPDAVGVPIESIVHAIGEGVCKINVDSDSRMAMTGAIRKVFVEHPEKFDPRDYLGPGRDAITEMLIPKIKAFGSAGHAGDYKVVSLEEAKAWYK
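Giardia FBPA (40 nM reagent) was preincubated 10 min at RT with compound (up to 57.5 uM final), then substrate plus GAPDH/TPI/NAD/arsenate coupling system with diaphorase/resazurin was added; resorufin fluorescence (525/598 nm) was read after 20 min.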
CHX counter – affects cycloheximide protein synthesis inhibition readout, counter-screen | cell reporter, cycloheximide protein synthesis inhibition counterscreen | max response, % | 300,000 tested, 12% active | AID 2314; in the data active = max response mostly above about 13%, no sharp cut-off; inactive = mostly below about 14%; note: read at 38.3 µM for the half of the compounds with a filed dose; 0% is about no effect
* = called active by the depositor; i = inactive; ? = inconclusive; · = not tested or not shown; [ ] = remark or other dose. Unless noted, calls come from the whole dose curve; as a rule, active = well fitted curve in the direction sought with a large enough effect; inconclusive = small, poorly fitted or top-dose-only effect, or another doubt; inactive = no such curve, though single readings can be large; an effect the other way counts as inactive or inconclusive.

SMILES	Pf growth 48h	Shiga inhibitor	Pf growth 96h	HCV inh	FBPA Giardia inh	CHX counter
COc1ccc(C(NC(=O)CNC(C)=O)C(=O)Nc2ccc3c(c2)OCCO3)cc1 (stereo not drawn)	46%[activator]	14	-10%	7%	2%	13
O=S(=O)(CCSc1nc2ccccc2s1)c1nc2ccccc2s1	12µM*	15	37%[activator]	?	-9%	14
Cc1ccc(S(=O)(=O)N2CCCCC2C(=O)N2CCN(Cc3ccccc3)CC2)cc1 (stereo not drawn)	?	20	?	?	-21%	-2
Cn1nc(-c2ccc(Cl)cc2)c2cc(C(=O)NCc3ccco3)sc21	·	5	0%	?	1%	-4
Cc1cccc2c1cnn2C(=O)Nc1ccccc1Br	87%[activator]	12	9%	2%	-7%	2
COc1cc2c(cc1OC)C1O[C@](CCCCN3C(=O)c4ccccc4C3=O)(C2)OC2=C1C(=O)OC1(CCCCC1)C2	?	i	?	·	-11%[12.9 µM]	-2
Cc1ccc(S(=O)(=O)NCc2cccnc2)cc1	-26%	-9	?	-5%	-7%	-3
CCOC(=O)N1CCN(S(=O)(=O)c2ccc3c(c2)C(C)C(=O)N3)CC1 (stereo not drawn)	-16%	·	?	14%	·	·
Cc1cc(=O)oc2cc(OCC(=O)N3CCC(C(N)=O)CC3)ccc12	-14%	8	8%	?	-4%	0
CCC(Sc1ccccc1C(=O)O)C(=O)O (stereo not drawn)	·	-12	·	16%	-3%	2
C=CCNc1cnn(-c2ccccc2)c(=O)c1Cl	1%	79	4%	-6%	5%	18*
CCN(Cc1ccc(C#CCCO)cc1)CC1CCCN(CCc2cccc(OC)c2)C1 (stereo not drawn)	?	1	2.1µM*	11µM*	6%	1
O=C(CSc1n[nH]c(-c2cccnc2)n1)OC1CCCCC1	-14%	-9	·	6%	0%	-4
COc1ccccc1NC(=O)C1=C(C)Nc2nnnn2C1c1ccccn1 (stereo not drawn)	-19%	-16	·	1%	7%	-8
CCOC(=O)C1CCN(C(=O)c2cc3c(s2)-c2ccccc2OC3)CC1	61%[activator]	40*	-13%	5%	-1%	21*
O=C(COC(=O)c1ccc(S(=O)(=O)N2CCCC2)cc1)Nc1ccc(Cl)cc1	-20%	·	26%	4%	·	·
COCCn1cnc2c1c(=O)n(CC(=O)NCC(F)(F)F)c(=O)n2Cc1ccccc1	6%	-4	-2%	-2%	6%	-1
O=c1c(N2CCOCC2)nsn1Cc1ccccc1	-24%	28	72%[activator]	-7%	1%	3
O=C(COc1ccc2c3c(c(=O)oc2c1)CCC3)c1ccc2c(c1)OCO2	-17%	12	3%	?	5%	1
CCCSc1nsc(NC(=O)CC)n1	176%[activator]	72*	8.3µM*	-19%	0%	38*

Only FBPA Giardia inh, for some of the entries so far:
SMILES,FBPA Giardia inh
CCOC(=O)C1CCN(C(=O)c2cc3c(s2)-c2ccccc2OC3)CC1,-1%
CCN(Cc1ccc(C#CCCO)cc1)CC1CCCN(CCc2cccc(OC)c2)C1 (stereo not drawn),6%
Cc1cccc2c1cnn2C(=O)Nc1ccccc1Br,-7%
O=S(=O)(CCSc1nc2ccccc2s1)c1nc2ccccc2s1,-9%
CCC(Sc1ccccc1C(=O)O)C(=O)O (stereo not drawn),-3%
O=C(CSc1n[nH]c(-c2cccnc2)n1)OC1CCCCC1,0%

Next compounds follow:
SMILES	Pf growth 48h	Shiga inhibitor	Pf growth 96h	HCV inh	FBPA Giardia inh	CHX counter
O=C(O)c1cc(O)c2c(c1)C(=O)c1cccc(O)c1C2=O	-4%	-7	8%	-3%	?	6
COc1ccc(NC(=O)c2ccc(-c3csc(C)n3)cc2)cc1	100%[activator]	78*	9%	7.1µM*	1%	36*
CNc1nc(N(C)C)nc(N(C)C)n1	-2%	-5	-2%	-4%	1%	-3
COc1ccc(C2CC(c3c(-c4ccccc4)c4cc(Cl)ccc4[nH]c3=O)=NN2S(C)(=O)=O)cc1OC (stereo not drawn)	10µM*	-5	?	?	3%	-1
COC(=O)Cc1c(C)c2c(OCc3nn[nH]n3)cc(C)cc2oc1=O	8%	-12	-20%	8%	-10%	-6
COc1ccc(C2SCCN2S(=O)(=O)c2ccccc2)cc1 (stereo not drawn)	7%	-12	-16%	?	-12%	-3
CN(C)CCCNC(=S)Nc1ccc(Br)cc1	-11%	20	30%	12%	4%	1
CC1CCCN(C(=O)CCS(=O)(=O)c2ccc3c(c2)n(C)c(=O)c(=O)n3C)C1 (stereo not drawn)	44%[activator]	-1	114%[activator]	8%	10%	0
CC(=O)C(Cc1ccccc1)NC(=O)CCl (stereo not drawn)	?	-6	-25%	-4%	-6%	-6
C/C(=N\NC(=O)c1ccc2c(c1)OCCO2)c1ccccc1	-29%	52*	438%[activator]	4%	-3%	21*
COC(=O)C(C)Sc1nc2c(cnn2-c2ccc(C)cc2)c(=O)[nH]1 (stereo not drawn)	67%	9	13%	4%	3%	-2
CCN(CC(O)c1cccc(O)c1)C(=O)C12CC3CC(CC(C3)C1)C2 (stereo not drawn)	·	-3	?	-25%	7%	-2
Cn1c(=O)c2c(-c3cccc(F)c3)c3c(nc2n(C)c1=O)-c1ccccc1C3O (stereo not drawn)	3%	-14	58%[activator]	·	-1%	-5
COc1ccc(N2CCN(CC(=O)Nc3ccc(-n4cnnn4)cc3)CC2)cc1	-38%	6	·	2%	22%	-3
O=C(NC(Cc1ccccc1)C(=O)O)/C(=C\c1ccco1)NC(=O)c1ccc(Br)cc1 (stereo not drawn)	18%	-9	46%[activator]	14%	-12%	-2
COc1ccc(CNC(=O)COc2ccc([N+](=O)[O-])cc2)cc1	18%	-5	34%[activator]	3%	5%	-1
COC(=O)c1nnn(-c2nonc2N)c1CSc1nnc(N)s1	-13%	13	63%[activator]	14%	7%	-4
COc1cccc(-n2cc3c(c2-c2ccccc2)c(=O)n(C)c(=O)n3C)c1	5.2µM*	104*	-19%[5.75 µM]	?	-11%	57*
O=Cc1ccc(OCC(=O)N2CCc3ccccc32)c(Br)c1	-23%	·	-1%	10%	·	·
COC(=O)c1cccc(NC(=O)CSc2nc(C)cc(=O)[nH]2)c1	52%[activator]	-2	15%	1%	12%	5
Cc1ccc[n+](CC(=O)Nc2nc3ccccc3s2)c1	48%[activator]	28	?	7%	1%	6
CC(C)N1C(=O)/C(=C\c2nc3ccccc3c(=O)[nH]2)c2ccccc21	?	12	?	?	19%	-4
Cc1cc(-c2ccc(C)c(S(=O)(=O)NCC3CCN(Cc4ccccc4F)CC3)c2)on1	?	3	-14%	?	8%	-3
Clc1ccc(Oc2cnns2)c(Cl)c1	·	18	20%	25%	1%	-2
Cc1ccc(SC(C)C(=O)Nc2c(C)n(C)n(-c3ccccc3)c2=O)cc1 (stereo not drawn)	6%	17	·	13%	14%	-1
COC(=O)/C(=N/Nc1ccccc1C)N1CCCc2ccccc21	0%	-9	?	20%	-1%	3
COc1cccc(/C=N/Nc2nc3ccccc3[nH]2)c1OC	?	114*	10µM*	-29%	0%	52*
Cc1ccc(CNC(=O)C(=O)NCC2OCCN2C(=O)c2ccc(Cl)cc2)cc1 (stereo not drawn)	39%[activator]	16	41%[activator]	0%[8.37 µM]	8%	-4
COc1cccc(N2CCN(C(=O)CN3C(=O)NC4(CCCC4)C3=O)CC2)c1	?	-2	6%	?	-7%	7
CC(C)(C)c1ccccc1OCCCCN1CCCC1	·	-16	·	0%	-30%	-6
COc1ccc(NC2CCCN(C(=O)CCc3cn[nH]c3)C2)cc1 (stereo not drawn)	?	-7	54%[activator]	12%	-10%	-3
Cc1cc(-c2n[nH]c(=S)n2/N=C/c2cccc([N+](=O)[O-])c2)n[nH]1	-5%	-4	1%	-1%	10%	-4
O=C(Nc1cccc(-c2nc3cccnc3s2)c1)c1cccnc1Cl	?	31*	?	-24%	-9%	18*
O=C(Nc1ccc(Cl)cc1)N1CCc2ccccc2C1	?	-13	-8%	-21%	6%	-2
Cc1ccccc1NC(=O)CN1CCC(n2nnc3ccccc32)CC1	?	-22	-2%	21%	-7%	-5
COc1ccc(CNC(=S)N2CCN(Cc3ccccc3)CC2)cc1	-17%	-1	45%[activator]	-7%	?	-1
O=C1CN=C(c2ccccc2)c2cc(Br)ccc2N1Cc1cc(=O)n2ccccc2n1	-5%	3	43%[activator]	6%	-1%	-2
Cc1ccc(C(=O)N2CCCC(N3CCN(c4cccc(C(F)(F)F)c4)CC3)C2)s1 (stereo not drawn)	?	17	?	?	-2%	2
O=C(Cn1nnc2c(cnn2-c2ccc(F)cc2)c1=O)Nc1ccccc1C(F)(F)F	15%	-10	24%	-4%	4%	-2
Cc1ccnc2nc(C(=O)OCC(=O)N3CCc4ccccc43)nn12	-178%	2	5%	9%	4%	-2

Single records (already shown). Order of values: Pf growth 48h	Shiga inhibitor	Pf growth 96h	HCV inh	FBPA Giardia inh	CHX counter
COc1ccc(CNC(=O)COc2ccc([N+](=O)[O-])cc2)cc1 is listed as 18%	-5	34%[activator]	3%	5%	-1
O=C(O)c1cc(O)c2c(c1)C(=O)c1cccc(O)c1C2=O is listed as -4%	-7	8%	-3%	?	6

Following part
SMILES	Pf growth 48h	Shiga inhibitor	Pf growth 96h	HCV inh	FBPA Giardia inh	CHX counter
CCCCn1c(N)c(N(CCC(C)C)C(=O)C2CC(=O)N(c3ccc4c(c3)OCCO4)C2)c(=O)[nH]c1=O (stereo not drawn)	-5%	7	-26%	-14%	·	19
Cc1[nH]c(C)c(S(=O)(=O)NCCc2ccc(S(N)(=O)=O)cc2)c1C(=O)N1CCCC1	10%	-3	?	14%	·	-10
NC(N)=Nc1nc2ccc(Cl)cc2c(=O)[nH]1	-3%	-9	26%	-15%	1%	6
CN1C(=O)C(=Cc2ccc(Sc3ccccc3)o2)C(=O)N(C)C1=O	8%	-6	44%[activator]	12%	-2%	-2
Fc1cc2[nH]c(=S)[nH]c2cc1Cl	-7%	3	?	11%	-14%	-1
Fc1cc(F)cc(-c2c(-c3ccccc3)ncc3ccc(F)cc23)c1	?	·	?	?	·	·
COc1ccc(CC(=O)NNC(=O)c2cc(C)oc2C)cc1OC	-3%	·	1%	-12%	·	·
O=C(/C=C/c1ccco1)Nc1ccc(CN2CCOCC2)cc1	226%[activator]	46*	169%[activator]	18%	5%	41*
Cc1ccc(C2NC(=O)NC(O)(C(F)(F)F)C2C(=O)c2cccs2)o1 (stereo not drawn)	9%	20	0%	-7%	-16%	-2
COc1ccccc1Nc1nn2c(=O)c3ccc(C(=O)N4CCC(C)CC4)cc3nc2s1	?	-12	-15%	?	2%	-8
CCCCCN(C(=O)COC(=O)c1ccc(C)cc1)c1c(N)n(CCCC)c(=O)[nH]c1=O	?	·	?	?	·	·
Cc1cc(C(=O)N2CCC(C(=O)O)CC2)c(C)o1	11%	-4	46%[activator]	9%	2%	2
COc1cc2c(cc1OC)-c1cc(N3CCCc4ccccc43)nc(=O)n1CC2	?	-27	0%	-16%	13%	-3
CN(CC(=O)Nc1ccc(F)c(F)c1F)C(=O)CCCc1nc2ccccc2c(=O)[nH]1	?	·	?	3%	·	·
COc1ccc(Cl)cc1C(=O)C1CCCN(Cc2cnc(N3CCOCC3)s2)C1 (stereo not drawn)	?	-23	10µM*	?	-7%	0
Cn1c(=O)c(C#N)c(-c2ccccc2)n2cnnc12	·	-6	-1%	8%	1%	-2
Cc1cccc(-n2c(C)cc(/C=C3\NC(=O)NC3=O)c2C)c1	12%	27	-9%	?	-8%	8
CC(=O)c1ccc(NC(=S)Nc2cccc(S(=O)(=O)Nc3c(C)n(C)n(-c4ccccc4)c3=O)c2)cc1	-20%	21	-17%	?	-7%	8
Cc1ccccc1-c1nc(CS(=O)(=O)CC(=O)NC2CCCCC2C)c(C)o1 (stereo not drawn)	24%	-13	?	?	-7%	6
